EPAC2 ag: activates human EPAC2 exchange factor; Q8WZA2; EPAC2 activation, biochemical qHTS; response scale: 100% = 6.5 mM cAMP response; Potency, µM (titrated, usually from 154 µM), for the others: at the top dose activation, actives largely listed as activators; actives 0.079% (n = 360,000); AID 720711; further: potency means the concentration at half of the fitted maximal effect; nearly all actives have a fitted effect of over 50% in size
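Setup: EPAC2 100 nM, labeled Rap1B complex 250 nM, free GDP 50 uM. Compound titrations pinned in, brief spin, 5 min room temperature incubation. Kinetic fluorescence read over 30 min, normalized to 6.5 mM cAMP.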
TDP43 rescue: rescues yeast growth from TDP-43 toxicity | TDP-43 expressing yeast growth rescue, BacTiter-Glo, 24 h | Potency, µM (doses to about 46.1 µM), for inactives: at the highest dose growth rescue (activation), usual class: activators | actives 1.8% (n = 410,000); further: potency means the concentration at half of the fitted maximal effect; % of control where 0% means no effect; nearly all actives have a fitted effect of over 50% in size
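Yeast cells expressing TDP-43 under galactose induction are exposed to compounds for 24 hr at 30 deg C. BacTiter-Glo luminescence measures growth, so protective compounds score as activators.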
Abeta rescue: restores growth of yeast expressing A-beta42 peptide; Potency, µM (top dose mostly 46.1 µM), inactives show at the highest dose growth rescue, most hits filed as activators; yeast expressing A-beta42, growth rescue, OD600, 48 h; response scale: 0% DMSO, 100% iron-clioquinol control; actives 0.063% (n = 410,000); further: potency means the concentration at half of the fitted maximal effect; nearly all actives have a fitted effect of over 55% in size
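Yeast growth medium received pinned compounds, then yeast cells expressing toxic A-beta were added; plates incubated at 30 C for 48 hr. Growth read as absorbance at 600 nm, normalized to DMSO and equimolar FeCl3 plus clioquinol controls.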
aSyn yeast inh: alpha-synuclein toxicity inhibition in yeast; Potency, µM (highest dose often 46.1 µM), for inactives: at the top dose growth rescue (activation), actives largely listed as activators; actives 0.14% (n = 370,000); Yeast expressing alpha-synuclein, growth rescue, BacTiter-Glo, 24 h; further: potency means the concentration at half of the fitted maximal effect; % of control where 0% means no effect; nearly all actives have a fitted effect of over 65% in size
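Readout is rescue of growth in alpha-synuclein-expressing yeast, so inhibitors of toxicity appear as activators. Growth after 24 hr at 30 deg C in galactose medium is quantified by luminescence.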
EPAC2 antag: EPAC2 (human) antagonism. Potency, µM (doses to about 114 µM), inactives show at the highest dose activity, negative = inhibition, hits mostly inhibitors. Q8WZA2. actives 0.18% (n = 360,000). EPAC2 GEF exchange of Rap1B-BODIPY-GDP, fluorescence; further: potency means the concentration at half of the fitted maximal effect; on the % scale 0 is the no-effect control and ±100 the full control effect; nearly all actives have a fitted effect of over 45% in size; many of its hits are not listed in these tables
DRD3 agonist: D3 dopamine receptor (human) agonism. AID 652048. actives 0.58% (n = 410,000). D3R DiscoveRx beta-arrestin cells, luminescence, 90 min. P35462. max activation, %; in the data active means max activation above about 30%; further: 0% is about no effect; mostly tested at two doses, the higher about 12 µM
Target sequence (P35462 whole entry, looked up): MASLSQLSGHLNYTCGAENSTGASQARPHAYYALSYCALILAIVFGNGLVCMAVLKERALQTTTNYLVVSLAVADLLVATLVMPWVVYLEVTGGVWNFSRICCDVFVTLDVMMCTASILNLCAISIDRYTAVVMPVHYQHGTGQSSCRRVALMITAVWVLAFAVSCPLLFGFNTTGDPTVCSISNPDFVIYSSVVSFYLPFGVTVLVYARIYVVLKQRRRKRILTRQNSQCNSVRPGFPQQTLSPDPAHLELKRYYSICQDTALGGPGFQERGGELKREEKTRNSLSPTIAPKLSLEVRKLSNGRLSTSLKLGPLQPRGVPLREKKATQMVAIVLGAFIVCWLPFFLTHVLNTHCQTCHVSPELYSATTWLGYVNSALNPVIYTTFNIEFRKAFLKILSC
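Agonist mode: compounds and dopamine controls were applied to plated cells for 90 min at 37 degrees C after an overnight attachment at 1500 cells/well. Luminescent read-out followed 30 - 60 minutes at room temperature with DiscoveRx detection reagent.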
FUS suppressor: FUS proteinopathy suppression in yeast; S. cerevisiae FUS-expressing, growth rescue, OD600, 24 h; Potency, µM (titrated, usually from 76.6 µM), without a hit: at the highest dose growth rescue (activation), actives largely listed as activators; actives 0.24% (n = 390,000); AID 1347120;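 further: potency means the concentration at half of the fitted maximal effect; plate controls were DMSO vehicle for no effect and reference control for full effect; nearly all actives have a fitted effect of over 55% in size; some results filed as inactive show a strong effect at the top dose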
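Quantitative HTS measuring growth restoration of FUS-toxic yeast. Galactose-induced cells (OD 0.005) were exposed 24hr at 30C to compounds at several concentrations, then absorbance at 600 nm was recorded.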
DRD3 antagonist: antagonists of human D3 dopamine receptor; max response, negative = inhibition, %; P35462; actives 2.5% (n = 360,000); D3R cells, DiscoveRx beta-arrestin luminescence, antagonist mode; active compounds read low; in the data active means max response below about -50%; inconclusive means no clear call, values can overlap the other calls; further: on the % scale 0 is the no-effect control and ±100 the full control effect; mostly tested at two doses, the higher about 12 µM
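Cells plated overnight at 1500 cells/well, then exposed to library compounds with dopamine controls for 90 minutes at 37 degrees C. DiscoveRx reagent added for 30–60 minutes at room temperature; luminescence read, quantitative HTS format.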
Active calls of the source: *; ? = inconclusive; / = no result given; [ ] = dose if it differs, or a comment. Unless noted, the call rests on the fitted dose curve; in most records, active means well fitted curve in the direction sought with a large enough effect; inconclusive means small, poorly fitted or top-dose-only effect, or another doubt; inactive means no such curve, though single readings can be large; an effect the other way counts as inactive or inconclusive.

SMILES	EPAC2 ag	TDP43 rescue	Abeta rescue	aSyn yeast inh	EPAC2 antag	DRD3 agonist	FUS suppressor	DRD3 antagonist
CC(C)OCCCNC(=O)C1CCN(S(=O)(=O)N2CCCCC2)CC1	9%	-15%	7%	-7%	-1%	-4	-13%	-12
O=C(CCN1CCCCC1c1cccnc1)NCc1ccccc1 (stereo unspecified)	14%	11%	2%	-14%	18%	5	7%	-8
O=S(=O)(Nc1nc2c(s1)CCCC2)c1ccc(Br)cc1	-7%	-1%	4%	-4%	5%	6	/	12
Cc1ccccc1CN1C(=O)c2ccccc2Sc2ccc(C(=O)N3CCOCC3)cc21	/	20%	5%	/	/	-5	36%	/
O=[N+]([O-])c1cc(/C=N/Nc2nc3ccccc3[nH]2)c(O)cc1O	-4%	-21%	-44%[inhibitor]	-2%	8%	-11	36%	-65*
Fc1ccc(-n2c(-c3ccco3)nc3nc4ccccc4nc32)cc1	0%	-10%	-3%	-7%	-12%[57.1 µM]	1	21%	24
CCOc1ccc(C(=O)NCC(=O)Nc2cc(C)ccn2)cc1OCC	9%	16%	6%	0%[1.84 µM]	3%	-13	3%	-12
COc1c2ccoc2c(OC[C@@H](O)C(C)(C)OC)c2oc(=O)ccc12	2%	-4%	-10%	7%	-6%	0	-8%	-3
CCOC(=O)C1(C)CCN1C(=O)c1cccc(Cl)c1 (stereo unspecified)	12%	-2%	-19%	-12%	-8%	48*	2%	0
O=C(Nc1ccc(F)c(F)c1)C1CCN(S(=O)(=O)c2cccc3nonc23)CC1	5%	-13%	-17%	0%	4%	-23	12%	-2
Cc1ccc(NC(=O)CN2C(=O)c3ccccc3Sc3ccc(C(=O)N4CCOCC4)cc32)cc1F	/	5%	1%	/	/	0	1%	/
C/C(=N/NC(=O)CNC(=O)c1cccnc1)c1ccccc1	7%	11%	-5%	-1%	7%	0	-26%	1
COc1ccc2oc(=O)c(C(=O)Nc3ccc(C(=O)O)cc3)cc2c1	/	2%	1%	/	/	4	-2%	/
COc1ccc(/C(O)=C2\C(=O)C(=O)N(CC3CCCO3)C2c2cc(OC)ccc2OC)cc1 (stereo unspecified)	3%	-18%	9%	0%	18%	4	19%	-20
O=C(CSc1nnc(-c2ccco2)o1)N1CCOCC1	8%	-7%	-3%	-1%	7%	10	21%	3
COc1ccc(S(=O)(=O)NCc2ccncc2)cc1NC(=O)c1ccc(Cl)cc1	17%	-36%[inhibitor]	-5%	-9%	-7%	-19	33%	-27
O=C1/C(=C\c2cccc(O)c2)SC(=S)N1Cc1ccccc1	9%	2%	-12%	12%	-4%	3	-10%	5
CCOc1ccc(-c2nc(CNC(=O)Nc3ccccc3)c(C)o2)cc1	/	-2%	-10%	/	/	1	-6%	/
Cc1ccccc1CNC(=O)C(C)N(c1ccccc1)S(C)(=O)=O (stereo unspecified)	/	0%	1%	/	/	7	4%	/
CCOC(=O)CNC(=O)c1cc(-c2ccc3c(c2)OCCO3)oc1C	10%	11%	6%	14%	0%	4	-15%	2
CCN(CC)CCN1C(=O)C(=O)/C(=C(/O)c2cnn(-c3ccccc3)c2C)C1c1cccnc1 (stereo unspecified)	-7%	-2%	17%	-3%	3%	1	10%	22
COc1ccc(CN2[C@@H](CC(=O)O)c3cc(F)ccc3S2(=O)=O)cc1	8%	14%	-7%	1%	7%	-11	-10%	3
C=C(C)C1Cc2c(C)nn(-c3ccccn3)c2C1 (stereo unspecified)	2%	9%	4%	-11%	-5%	-3	14%	22
CC1CCCC(NC(=O)COC(=O)c2sc3ccccc3c2Cl)C1C (stereo unspecified)	-9%	2%	0%	5%	8%	1	3%	-2
COc1cccc(N(CC(=O)NC2CCCC2)C(=O)CCCC(=O)Nc2ccccn2)c1	9%	-14%	-7%	2%	-4%	19	8%	10
CCc1nc2c(c(=O)[nH]1)C(CC)(CC)Cc1ccccc1-2	10%	-3%	6%	-1%	1%	1	10%	5
Cc1nn(-c2ccc(N3CCCC3)nn2)c(C)c1CCC(=O)N1CCN(c2ccccc2)CC1	/	11%	1%	/	/	6	-6%	/
CC(C)c1cccc(-c2csc(C(O)c3ccco3)n2)c1 (stereo unspecified)	-3%	?	12%	17%	?	1	1%	2
CC(=O)C1=C(O)C(=O)N(c2ccc(S(N)(=O)=O)cc2)C1c1ccc([N+](=O)[O-])cc1 (stereo unspecified)	1%	-2%	-22%	-3%	2%	-12	14%	-81*
O=C(COC(=O)Cc1c(F)cccc1Cl)Nc1nnc(-c2ccccc2)o1	2%	21%	27%	24%	12%	0	2%	1
COc1ccccc1N1CCN(C2CCCN(C(=O)c3csc(C)n3)C2)CC1 (stereo unspecified)	10%	-24%	6%	4%	-18%	-30	/	-12
CCCC(c1nnnn1Cc1ccco1)N1CCN(c2cc(Cl)ccc2C)CC1 (stereo unspecified)	-2%	4%	1%	14%	-3%	-8	27%	-62*
Cc1cccc(-n2c(SCC(=O)c3ccccc3)nnc2-c2ccc(Br)cc2)c1	/	5%	4%	/	/	2	-7%	/
Cc1oc(-c2ccccc2Cl)nc1CS(=O)CC(=O)NCc1ccc2c(c1)OCO2 (stereo unspecified)	8%	12%	/	7%	-9%	9	24%	3
COc1ccc(OCc2nnc(SCC(=O)Nc3nnc(C4CC4)s3)n2C)cc1	-10%	-16%	9%	-7%	-3%	-1	-14%	16
CCOc1ccccc1NC(=O)C(=O)c1cc(C)n(-c2cccc(C)c2C)c1C	/	-15%	-9%	/	/	3	1%	/
CCCCN(CC)CCCNC(=O)Cn1ncc2c3ccccc3n(Cc3ccccc3F)c2c1=O	/	0%[9.22 µM]	2%	/	/	-4	10%	/
COc1ccc(NC(=S)N2CCN(C(=O)c3ccccc3)CC2)cc1	2%	15%	-6%	1%	7%	3	2%	10
O=C(O)COc1ccccc1/C=N/NC(=O)c1ccc(F)cc1	5%	6%	4%	-2%	-6%	-2	-8%	-5
COCCNC(=O)c1cccc(OC2CCN(Cc3ccc(C(C)C)cc3)CC2)c1	3%	-13%	-1%	1%	2%	-16	9%	?

In another format: entries from further up
SMILES | EPAC2 ag | TDP43 rescue | Abeta rescue | aSyn yeast inh | EPAC2 antag | DRD3 agonist | FUS suppressor | DRD3 antagonist
COc1cccc(N(CC(=O)NC2CCCC2)C(=O)CCCC(=O)Nc2ccccn2)c1 | 9% | -14% | -7% | 2% | -4% | 19 | 8% | 10
CCc1nc2c(c(=O)[nH]1)C(CC)(CC)Cc1ccccc1-2 | 10% | -3% | 6% | -1% | 1% | 1 | 10% | 5
Cc1nn(-c2ccc(N3CCCC3)nn2)c(C)c1CCC(=O)N1CCN(c2ccccc2)CC1 | / | 11% | 1% | / | / | 6 | -6% | /
CC(C)c1cccc(-c2csc(C(O)c3ccco3)n2)c1 (stereo unspecified) | -3% | ? | 12% | 17% | ? | 1 | 1% | 2
CC(=O)C1=C(O)C(=O)N(c2ccc(S(N)(=O)=O)cc2)C1c1ccc([N+](=O)[O-])cc1 (stereo unspecified) | 1% | -2% | -22% | -3% | 2% | -12 | 14% | -81*

The list continues:
SMILES	EPAC2 ag	TDP43 rescue	Abeta rescue	aSyn yeast inh	EPAC2 antag	DRD3 agonist	FUS suppressor	DRD3 antagonist
CCOC(=O)/C(C(=O)Nc1ccccc1Br)=C1/NC(C)(C)Cc2ccccc21	0%	12%	-3%	-4%	0%	0	/	36
O=C(COC(=O)C1CC1)Nc1ccccc1Sc1ccccc1	14%	0%	5%	15%	56µM*	-6	7%	5
CCOC(=O)C1=CN(Cc2cccc(F)c2)S(=O)(=O)NC1c1ccc(F)c(Cl)c1 (stereo unspecified)	5%	10%	0%	4%	-20%	-32	17%	0
COC(=O)c1cc(S(=O)(=O)NCC2CCN(Cc3ccc(Cl)cc3)CC2)cn1C	3%	8%	-9%	-6%	2%	-14	13%	-19
COc1cc(C2C(C(=O)c3ccc(C)o3)=C(O)C(=O)N2Cc2cccnc2)ccc1O (stereo unspecified)	5%	11%	-7%	1%	2%	5	11%	-6
C[C@H]1CN([C@@H](C)CO)C(=O)c2cc(NS(=O)(=O)c3ccc(F)cc3)ccc2O[C@H]1CN(C)S(=O)(=O)c1cn(C)cn1	0%	-4%	-8%	1%	-11%	17	4%	0
CN1OCC(S(=O)(=O)c2ccccc2)C1c1ccccc1 (stereo unspecified)	8%	-8%	-1%	-5%	-8%	-4	1%	4
CCNc1nc(SCC(=O)OC)nc(N2CCOCC2)n1	4%	-5%	-9%	-2%	1%	-4	-1%	4
CCCNC(=O)COC(=O)c1ccccc1C(=O)N(C)C1CCCCC1	1%	-9%	-8%	-1%	1%[57.1 µM]	0	37%	5
CCC(Oc1ccccc1)C(=O)N1CCN(Cc2cc(=O)n3nc(-c4cccc(C)c4)sc3n2)CC1 (stereo unspecified)	/	4%	-4%	/	/	0	44%	/
CC(=O)NC1(C(F)(F)F)C(=O)Nc2c1c(=O)[nH]c(=O)n2-c1ccccc1 (stereo unspecified)	8%	9%	-1%	2%	1%	4	8%	8
Cn1c(=O)c2ncn(CC(=O)NCCOCc3ccccc3Cl)c2n(C)c1=O	11%	-3%	2%	-4%	2%	-5	1%	-18
CC1(C)CC2CC(C)(CN2C(=O)c2ccc([N+](=O)[O-])cc2[N+](=O)[O-])C1 (stereo unspecified)	5%	?	?	9%	1%	7	-25%	-7
COc1ccc(C(C)C)cc1S(=O)(=O)n1ccnc1C	-14%	-12%	0%	9%	1%	3	/	9
Cc1nn2c(-c3ccccc3)ccnc2c1Br	-3%	20µM*	-8%	4%	-14%	1	-25%	14
NCCC(=O)NC[C@H]1O[C@@H](n2cnc3c(N)ncnc32)[C@H](O)[C@@H]1O	7%	13%	10%	3%	10%	5	-34%	-21
CN(C)CCNC(=O)c1c(CSc2ccccc2)noc1C(=O)NCc1ccccc1	4%	14%	0%	0%	10%	-15	-11%	-3
CN(C)c1oc(-c2ccc(COc3ccccc3)o2)nc1C#N	/	?	8%	/	/	-5	?	/
CC(C)Oc1ccc(CNC(=O)C2CCN(C(=O)N3CCOc4ccc(Cl)cc43)CC2)cc1	/	9%	25%	/	/	4	-9%	/
Cc1ccc2c(COC(=O)C34CC5CC(CC(C5)C3)C4)cc(=O)oc2c1	-10%	16%	7%	2%	1%	-4	-20%	-25
CC(C)c1cnc2c(c1SCC(=O)Nc1cccc([N+](=O)[O-])c1)c(=O)n(C)c(=O)n2C	/	11µM*	0%	/	/	-8	30%	/
O=C(Nc1cc(Cl)cc(Cl)c1)N1CCN(C(=O)C2CCCO2)CC1 (stereo unspecified)	16%	-22%	-3%	-4%	-20%	-9	11%	-17

From PubChem

Not all compounds are listed, so the mix of outcomes need not match the whole.
